# Screens from PubChem BioAssay.
# Cav32 inh: human Cav3.2 channel inhibition, primary screen; Cav3.2-expressing cells, Fluo-4 calcium fluorescence FDSS; active compounds read low; B-score at 10 µM; actives 4% (n = 100,000); AID 449739;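 active = single-dose well whose peak fluorescence ratio is a statistical outlier from its plate by either plate-standardised score or position-corrected B-score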
# Target sequence (O95180 whole entry, looked up): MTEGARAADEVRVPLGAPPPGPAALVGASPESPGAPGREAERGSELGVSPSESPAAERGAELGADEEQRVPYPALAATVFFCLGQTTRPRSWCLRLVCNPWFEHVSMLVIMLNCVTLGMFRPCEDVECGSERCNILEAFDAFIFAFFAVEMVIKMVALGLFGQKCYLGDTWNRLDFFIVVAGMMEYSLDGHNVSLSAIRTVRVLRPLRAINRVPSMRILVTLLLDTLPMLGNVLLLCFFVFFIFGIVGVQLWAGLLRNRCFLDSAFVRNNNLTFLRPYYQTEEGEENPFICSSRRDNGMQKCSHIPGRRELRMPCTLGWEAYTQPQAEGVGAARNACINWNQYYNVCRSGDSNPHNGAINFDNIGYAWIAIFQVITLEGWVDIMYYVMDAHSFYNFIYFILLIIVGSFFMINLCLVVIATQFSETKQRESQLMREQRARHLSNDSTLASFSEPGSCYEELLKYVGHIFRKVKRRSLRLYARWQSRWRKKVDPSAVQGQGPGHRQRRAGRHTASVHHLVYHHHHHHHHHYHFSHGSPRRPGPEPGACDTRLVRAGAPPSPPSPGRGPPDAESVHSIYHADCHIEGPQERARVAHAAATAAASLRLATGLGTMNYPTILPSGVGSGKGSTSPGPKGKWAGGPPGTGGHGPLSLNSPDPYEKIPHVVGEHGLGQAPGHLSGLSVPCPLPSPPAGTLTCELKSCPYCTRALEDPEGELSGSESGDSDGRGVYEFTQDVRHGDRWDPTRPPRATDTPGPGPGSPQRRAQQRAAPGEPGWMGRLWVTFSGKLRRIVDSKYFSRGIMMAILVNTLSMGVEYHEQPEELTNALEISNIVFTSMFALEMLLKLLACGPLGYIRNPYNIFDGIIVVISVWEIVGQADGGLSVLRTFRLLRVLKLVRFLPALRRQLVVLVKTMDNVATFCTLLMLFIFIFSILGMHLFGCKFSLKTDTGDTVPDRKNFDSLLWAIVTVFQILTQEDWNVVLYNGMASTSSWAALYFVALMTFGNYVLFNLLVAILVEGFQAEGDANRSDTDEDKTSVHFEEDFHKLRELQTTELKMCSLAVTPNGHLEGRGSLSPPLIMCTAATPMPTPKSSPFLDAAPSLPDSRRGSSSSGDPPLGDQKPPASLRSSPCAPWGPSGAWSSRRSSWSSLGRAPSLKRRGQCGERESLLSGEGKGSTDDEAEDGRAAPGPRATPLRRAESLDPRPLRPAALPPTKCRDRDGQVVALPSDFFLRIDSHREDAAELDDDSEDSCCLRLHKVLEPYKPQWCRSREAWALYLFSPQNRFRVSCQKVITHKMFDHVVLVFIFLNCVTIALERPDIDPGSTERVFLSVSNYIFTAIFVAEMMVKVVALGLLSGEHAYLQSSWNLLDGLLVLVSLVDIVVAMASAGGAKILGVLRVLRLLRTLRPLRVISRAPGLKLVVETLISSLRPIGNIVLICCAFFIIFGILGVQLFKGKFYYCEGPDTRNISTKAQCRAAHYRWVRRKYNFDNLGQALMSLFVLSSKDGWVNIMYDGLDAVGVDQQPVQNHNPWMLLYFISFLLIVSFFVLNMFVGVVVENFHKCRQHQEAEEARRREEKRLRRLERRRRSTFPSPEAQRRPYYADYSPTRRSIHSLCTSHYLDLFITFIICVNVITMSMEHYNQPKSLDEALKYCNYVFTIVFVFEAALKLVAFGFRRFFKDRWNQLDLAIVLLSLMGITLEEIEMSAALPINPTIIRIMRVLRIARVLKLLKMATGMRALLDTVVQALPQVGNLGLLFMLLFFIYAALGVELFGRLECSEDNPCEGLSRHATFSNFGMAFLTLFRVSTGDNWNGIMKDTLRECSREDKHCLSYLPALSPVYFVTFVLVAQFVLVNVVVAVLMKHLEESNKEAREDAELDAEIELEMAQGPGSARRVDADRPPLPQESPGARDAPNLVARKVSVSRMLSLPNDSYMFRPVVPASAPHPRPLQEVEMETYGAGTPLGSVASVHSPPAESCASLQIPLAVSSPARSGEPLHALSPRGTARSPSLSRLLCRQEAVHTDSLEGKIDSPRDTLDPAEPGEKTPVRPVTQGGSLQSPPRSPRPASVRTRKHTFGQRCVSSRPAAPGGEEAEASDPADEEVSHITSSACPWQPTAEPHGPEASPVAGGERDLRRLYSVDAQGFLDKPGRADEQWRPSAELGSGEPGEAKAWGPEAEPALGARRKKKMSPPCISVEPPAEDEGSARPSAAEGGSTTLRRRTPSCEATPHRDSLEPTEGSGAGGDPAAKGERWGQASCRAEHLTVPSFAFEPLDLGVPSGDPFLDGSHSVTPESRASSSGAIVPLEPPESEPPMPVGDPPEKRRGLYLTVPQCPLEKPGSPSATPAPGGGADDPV
# Starred values were filed as active, the others as inactive. Not all compounds are listed. The share of hits here may be higher or lower than overall.
item	SMILES	Cav32 inh
1	O=C(O)C1CCN(C(=O)c2scc3c2OCCO3)CC1	0.41
2	c1nc(N2CCC3(CC2)OCCO3)c2c3c(sc2n1)CCCC3	-0.23
3	CN(C)S(=O)(=O)c1cccc(C(=O)OCC(=O)Nc2sccc2C#N)c1	0.025
4	O=C(CC(C(=O)N1CCc2ccccc21)n1ccnc1)NCc1ccccc1 (stereo unspecified)	-0.13
5	Clc1ccc(Cn2ncc3c(NCc4cccnc4)ncnc32)cc1	-4.7*
6	CCC(=O)Nc1cccc(NC(=O)CSc2nnc(C3CC3)n2C)c1	1.1
7	NC(=O)C1CCN(C(=O)c2ccc(C(F)(F)F)cc2)CC1	0.56
8	O=C(CCN1CCN(C/C=C/c2ccccc2)CC1)Nc1ccccc1	0.033
9	Cc1ccc(NCc2nnc(SCC(N)=O)n2CC2CCCO2)c(C)c1 (stereo unspecified)	-1.8
10	c1ccc(C(CN2CCOCC2)c2ccccc2)cc1	0.74
11	C[C@@H]1CC[C@@]2(O[C@H](CCO)C[C@H](O)[C@H]2O)O1	0.92
12	O=C1Cc2ccccc2C(c2ccccc2)N1 (stereo unspecified)	-0.45
13	CCOc1ccc(C(=O)Nc2ccc3c(c2)OCO3)cc1OCC	0.21
14	COc1cccc(-c2cc(C(=O)N3CC4(C)CC3CC(C)(C)C4)no2)c1 (stereo unspecified)	-1.8
15	COc1ccc(N/C=C/C(=O)c2sc(-c3ccccc3)nc2C)cc1	-0.35
16	COc1ccc2cc3cc(C(=O)Nc4ccc5c(c4)OCO5)oc3nc2c1	-0.41
17	O=C(Cn1cnc2c(oc3ccccc32)c1=O)N1CCCc2ccccc21	0.089
18	CCOC(=O)c1sc(SCC(=O)Nc2ccc(N(C)C)cc2)nc1N	0.23
19	CCOC(=O)C1(C)/C(=N/Nc2ccccc2Cl)C(=O)C(=O)N1c1ccccc1 (stereo unspecified)	-4.9*
20	Cc1cccc(NC(=O)c2cccc(Cn3cc(Br)c([N+](=O)[O-])n3)c2)c1C	0.46
21	C=CCn1c(COc2cccc3ccc(C)nc23)nnc1SCC(N)=O	0.33
22	CCOC(=O)CSc1nc(NC#N)nc(N(CC)CC)n1	0.18
23	CC1CN(CC(O)COc2ccccc2C(C)(C)C)CC(C)O1 (stereo unspecified)	-0.55
24	N#C/C(Cn1c[n+](NC(=O)Nc2ccccc2)cn1)=N/O	-0.0032
25	CCN1c2ccccc2NC2N=C(OC)C(c3ccccc3)C21 (stereo unspecified)	-1.7
26	COc1ccc(OC)c(NC(=O)c2ccc(NS(C)(=O)=O)cc2)c1	0.93
27	NC(=O)c1nn(-c2ccccc2)nc1NC(=O)CN1CCCCC1	-0.26
28	CCC(C)N1C(=O)CCC1C(=O)NCc1ccc2c(c1)OCO2 (stereo unspecified)	-0.4
29	CC(C)CNC(=O)C1CCCN(S(=O)(=O)c2ccc(-n3cnnn3)cc2)C1 (stereo unspecified)	0.28
30	O=C(NCc1ccco1)C(c1ccco1)N(Cc1cccs1)C(=O)Cn1nnc2ccccc21 (stereo unspecified)	0.96
31	Cn1c(N)c(C(=O)COC(=O)c2cc(C3CC3)nc3ccccc23)c(=O)n(Cc2ccccc2)c1=O	0.13
32	COc1ccccc1OCCC(=O)OCCN1C(=O)c2ccccc2C1=O	0.2
33	C=C(C)C(=O)Nc1cccc(C2=NOC3(C2)C[C@@H](C(N)=O)N(C(=O)C2(C)CC2)C3)c1 (stereo partly specified)	0.56
34	O=C(c1ccc2c(c1)OCO2)N1CCN(c2ccc(Cl)cc2)CC1	-1.3
35	O=C(CSc1nc(-c2ccc(F)cc2)cs1)N1CCN(C(=O)c2ccco2)CC1	-1.2
36	COc1cc(CNc2ccc3[nH]c(=O)[nH]c3c2)cc(Cl)c1OCC(=O)NC(C)(C)C	-0.57
37	CCCCCC(=O)Nc1ccc(S(=O)(=O)Nc2nccnc2OC)cc1	0.67
38	Cc1cc(Nc2ccc(F)cc2C)n2ncnc2n1	1.2
39	O=c1cc(CO)oc(CN2CCCC2)c1O	0.55
40	CCCCNC(=O)CSc1nnc(-c2ccc(S(=O)(=O)N3CCCC3)cc2)n1C	1.1
41	CCN1CCn2c3c(c4cc(C)ccc42)CCCC31 (stereo unspecified)	-0.17
42	CN(c1ccccc1C(=O)NCc1ccco1)S(C)(=O)=O	0.033
43	c1csc(-c2nn3c(Cn4nnc5ccccc54)nnc3s2)c1	0.29
44	COc1ccc(-c2nnc(SCC(=O)c3cc(C)n(Cc4cccs4)c3C)o2)cc1	-0.21
45	Cc1ccc(S(=O)(=O)N2C(=O)C(c3ccccc3)SC2=Nc2ccccc2)cc1 (stereo unspecified)	0.17
46	CC(=O)Nc1cccc(NC(=O)CSc2nn3c(=O)c(C)nnc3s2)c1	1.5
47	Cc1[nH]c(=O)[nH]c(=O)c1S(=O)(=O)N(C)Cc1ccccc1	-0.017
48	CCC(C)Sc1nc2c(c(=O)n1C)SC(C)C2 (stereo unspecified)	-0.68
49	CCN(CC)c1ccc(NC(=O)CC2Oc3ccccc3NC2=O)c(C)c1 (stereo unspecified)	-2.4
50	O=C(NC1CCCCC1)N1CCCC1	1.2
51	COc1cc(/C=C(/C#N)c2nc3ccccc3[nH]2)ccc1OC(=O)c1ccco1	0.081
52	O=C(CN(C1CCCCC1)S(=O)(=O)c1ccc(F)cc1)Nc1ccc2c(c1)OCO2	-5.6*
53	O=C(CC(c1ccc(F)cc1)c1ccco1)N1CCCC1 (stereo unspecified)	-0.069
54	CCOc1ccc(CC(=O)C2C(=O)CCCC2=O)cc1OCC	-0.042
55	COc1ccc(C(=O)NCc2c(CC(C)C)oc(C)c2C(=O)O)cc1	-0.85
56	c1ccc(-c2n[nH]nc2-c2ccccc2)cc1	0.34
57	CC(C(=O)O)N1C(=O)/C(=C/C=C/c2ccco2)SC1=S (stereo unspecified)	-1.9
58	CCC(=O)N1CCN(c2ccccc2NC(=O)COc2ccccc2Cl)CC1	-3.4
59	Cn1nc(C(F)(F)F)c(C(=O)Nc2ccc(F)cc2F)c1Sc1ccc(Cl)cc1	-0.41
60	COc1ccc(-c2noc(-c3ccc4c(c3)OCO4)n2)cc1	-1.1

# Later entries.
item	SMILES	Cav32 inh
61	CC(C)[N+](C)(CCOC(=O)C1c2ccccc2Oc2ccccc21)C(C)C	1.1
62	O=C(C1=C[C@H](c2csc3ccccc23)C[C@H](OCCCCO)O1)N1CCOCC1	0.0069
63	COC(=O)[C@@H]1C[C@@]2(O)[C@@H](O)[C@@H](O)[C@@H](O)C[C@H]2N1Cc1ccc(C(F)(F)F)cc1	1.2
64	O=C(NC(NCC1CCCO1)C(Cl)(Cl)Cl)c1cccc2ccccc12 (stereo unspecified)	-5*
65	O=C1CCC(=O)N1CN(Cc1ccco1)CN1C(=O)CCC1=O	-0.73
66	Cn1c(=O)c2c(O)cc(=O)[nH]c2n(-c2ccccc2)c1=O	-0.55
67	Cc1ccc(S(=O)(=O)N2CCN(C(=O)N(c3ccccc3)c3ccccc3)CC2)cc1	-1.2
68	Oc1cccc2ccc(Nc3ccccn3)nc12	0.95
69	CCOC(=O)C1=C(CC)Nc2ccccc2N=C1NC(=O)Cn1cnc2ccccc2c1=O	1
70	Cc1cc(C)cc(Nc2ccc([N+](=O)[O-])nc2[N+](=O)[O-])c1	-2.3
71	CCN(CCCNC(=O)CCCn1c(=O)[nH]c2ccccc2c1=O)c1cccc(C)c1	-5.5*
72	CC(=O)N1C(=O)C2(Nc3ccccc3N2)c2ccccc21	-0.13
73	COc1ccc(Cc2nnc3n2N=C(c2cc4ccccc4o2)CS3)cc1OC	0.31
74	Cc1cnc(C(=O)OCC(=O)NC23CC4CC(CC(C4)C2)C3)cn1	0.63
75	COc1cccc(N2CCN(C(=O)CN(c3ccc(C)cc3)S(=O)(=O)c3c(C)n[nH]c3C)CC2)c1	-1.8
76	Cc1ccc(/C=N\n2c(-c3ccccc3)n[nH]c2=S)s1	-0.078
77	c1cc2c3c(cccc3c1)NC1(CCCCCC1)N2	-0.91
78	CCn1nc(CC(=O)Nc2ccc(-n3cnnn3)c(C)c2)c2ccccc2c1=O	-0.76
79	N/C(=N\OC(=O)CCCOc1ccccc1)c1ccc(Br)cc1	0.76
80	COc1ccc(N2CCN(C(CNC(=O)c3ccco3)c3cccnc3)CC2)cc1 (stereo unspecified)	-0.19
81	COc1ccc(-n2c(Cc3cccn3C)nnc2SCC(=O)Nc2ccc(F)cc2F)cc1	-8.4*
82	Cc1nn(C(C)c2n[nH]c(=S)n2-c2cccc(Cl)c2)c(C)c1[N+](=O)[O-] (stereo unspecified)	0.55
83	COc1ccc2cc3cc(C(=O)NCCN4CCN(c5ccccc5F)CC4)oc3nc2c1	-1.2
84	CCOC(=O)C1=C(C)NC(=O)NC1c1ccco1 (stereo unspecified)	1.5
85	COc1ccc(CCNc2ccncn2)cc1	0.39
86	Cc1ccc(S(=O)(=O)N/N=C/c2ccc(C(=O)O)cc2)cc1	-1
87	COC(=O)CCC(=O)OC1(C)C(=O)C2=CN(C3CCCC3)C(c3ccc(OC)cc3)=CC2=C(Br)C1=O (stereo unspecified)	2.2
88	O=C1CN(C(=O)COC(=O)CCSc2ccccc2Cl)c2ccccc2N1	0.78
89	Cc1ccc2nc(NC(=O)CNS(=O)(=O)c3ccc(Br)s3)sc2c1	-1.2
90	COc1ccc(C(=O)/C=C(/C)N(C)C)cc1	-0.62
91	O=C(Nc1cccc(-c2cn3cccnc3n2)c1)c1ccc2c(c1)OCO2	-0.03
92	Cc1ccc(-n2ncc3c(NCCCN4CCOCC4)ncnc32)c(C)c1	-0.39
93	O=C1N=C(c2ccccc2)C(c2ccccc2)N1 (stereo unspecified)	0.76
94	O=C(O)c1ccc(CNCc2ccccc2Cl)cc1	0.51
95	Cc1cc2nc(-c3ccc(NC(=O)c4cccnc4)cc3)oc2cc1C	-0.016
96	C=CCNC(=O)c1onc(CSc2cc(C)cc(C)c2)c1C(=O)O	0.34
97	O=C(C1CCCCN1S(=O)(=O)c1ccc(F)cc1)N1CCN(c2ccccc2F)CC1 (stereo unspecified)	-0.34
98	CCN(CC)C(=O)NC1CC2CCCC(C1)N2Cc1ccccc1 (stereo unspecified)	-0.45
99	COc1ccc2[nH]c(=O)c(CN(CCCN(C)C)C(=O)Nc3ccc(F)cc3)cc2c1	-2
100	COc1ccc(NC(=O)CCSc2nnc(C)s2)cc1	0.4
101	O=S(=O)(c1ccc(F)cc1)N1CCC(N2CCCCCC2)CC1	0.3
102	COc1ccccc1N1CCN(C(=O)/C=C/c2ccc3c(c2)OCO3)CC1	0.0021
103	CC(=O)Nc1c(Br)cc(N2C(=O)CCC2=O)cc1Br	0.011
104	O=Nc1ccc(NOC(=O)c2ccc(Br)cc2)cc1	0.79
105	Cc1ccccc1OCCn1c(=O)sc2ccccc21	-2.1
106	Cc1nnc(SCc2ccc(CC(=O)O)cc2)o1	-0.057
107	CCCCCCCCCCCCN1[C@@H](CC(=O)O)c2cc(F)ccc2S1(=O)=O	-1.5
108	Cc1ccc(Cc2nnc3n(-c4ccccc4)nc(C(=O)c4ccccc4)n3c2=O)cc1	-2.3
109	CCOc1ccccc1/C=N/NC(=O)Cc1csc(Nc2cccc(C(F)(F)F)c2)n1	-2.3
110	COc1ccc(-c2cc(-c3ccccc3O)[nH]n2)cc1OC	-1.7
111	O=C(O)CC(C(=O)Nc1ccc(Cl)c(Cl)c1)C1CCCO1 (stereo unspecified)	0.82
112	Cc1ccccc1Cn1ccc(NC(=O)c2cnn3cccnc23)n1	-0.54
113	Cc1ccccc1NC(=S)NC(=O)CCc1ccccc1	-4*
114	O=C1C(c2ccc(F)cc2)N(Cc2ccc3c(c2)OCO3)C(=O)CN1C1CCCCC1 (stereo unspecified)	0.027
115	Cn1c(CO)c(-c2ccccc2)c2cc([N+](=O)[O-])ccc21	0.62
116	O=S1(=O)C=CC(Sc2nc3ccccc3[nH]2)C1 (stereo unspecified)	0.25
117	CC1Cc2ccccc2N1C(=O)c1cccnc1 (stereo unspecified)	-0.61
118	Cc1ccc(S(=O)(=O)N2CCC(C(=O)NNS(=O)(=O)c3ccc(Cl)cc3)CC2)cc1	-1.9
119	COC(=O)c1cc(NC(=O)CN(c2ccc(OC)cc2)S(=O)(=O)c2ccc(F)cc2)ccc1Cl	-1.7
120	CCOC(=O)N1CCN(c2c(NCCCN(CC)c3cccc(C)c3)c(=O)c2=O)CC1	0.14

# Among those listed so far, these contain a COOH group.
item	SMILES	Cav32 inh
1	O=C(O)C1CCN(C(=O)c2scc3c2OCCO3)CC1	0.41
55	COc1ccc(C(=O)NCc2c(CC(C)C)oc(C)c2C(=O)O)cc1	-0.85
57	CC(C(=O)O)N1C(=O)/C(=C/C=C/c2ccco2)SC1=S (stereo unspecified)	-1.9
86	Cc1ccc(S(=O)(=O)N/N=C/c2ccc(C(=O)O)cc2)cc1	-1
94	O=C(O)c1ccc(CNCc2ccccc2Cl)cc1	0.51
96	C=CCNC(=O)c1onc(CSc2cc(C)cc(C)c2)c1C(=O)O	0.34
106	Cc1nnc(SCc2ccc(CC(=O)O)cc2)o1	-0.057
107	CCCCCCCCCCCCN1[C@@H](CC(=O)O)c2cc(F)ccc2S1(=O)=O	-1.5
111	O=C(O)CC(C(=O)Nc1ccc(Cl)c(Cl)c1)C1CCCO1 (stereo unspecified)	0.82

# Sorted by length of the SMILES (low to high): part of the list above
item	SMILES	Cav32 inh
100	COc1ccc(NC(=O)CCSc2nnc(C)s2)cc1	0.4
96	C=CCNC(=O)c1onc(CSc2cc(C)cc(C)c2)c1C(=O)O	0.34
70	Cc1cc(C)cc(Nc2ccc([N+](=O)[O-])nc2[N+](=O)[O-])c1	-2.3

# The listing continues.
item	SMILES	Cav32 inh
121	Cn1c(=O)cc(SCC(=O)Nc2ccc3c(c2)OCO3)c2ccccc21	-0.019
122	N=c1c2c3c(sc2nc2n1CCC2)CCCC3	-0.035
123	Nc1nc(N2CCCCC2)nc(N2CCCCC2)n1	0.23
124	COC(=O)Nc1ccc(S(=O)(=O)N2CCCC(C(=O)Nc3cccc4c3OCCO4)C2)cc1 (stereo unspecified)	-0.88
125	CCC(C)[C@H](NC(=O)NCc1ccccc1Cl)C(=O)OC (stereo partly specified)	0.52
126	O=C(CCCOc1ccccc1)NCC1CCCO1 (stereo unspecified)	0.65
127	Cc1ccc([N+](=O)[O-])cc1-c1ccc2cccc(C)c2n1	-1.1
128	O=C(CSc1nnnn1-c1ccccc1)c1cc2ccccc2oc1=O	0.58
